# mIAP block: mouse IAP inhibition; purified mouse IAP, CDP-Star luminescence, 30 min; inhibition, % at 10 µM; actives 0.2% (n = 330,000);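 active means inhibition of at least 40% at 10 µM in the primary screen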;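 further: plate controls were DMSO with enzyme for no effect and no enzyme wells for full effect; values of inactives mirror those of a sister screen read the other way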
# mIAP activ: mouse IAP activation. muIAP, CDP-Star luminescence, 30 min; stronger effect = higher value; 1 = vehicle-only enzyme signal, 0 = enzyme-free wells. activation factor at 10 µM. actives 0.24% (n = 330,000). AID 2805;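 active means activation factor of at least 2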; further: the source names both 10 and 20 µM as test concentration; values of inactives mirror those of a sister screen read the other way
#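 System: mouse IAP enzyme. Reagent: CDP-Star chemiluminescent phosphatase substrate. Benchmarks: DMSO wells, no-enzyme wells. Times: 30 min enzyme-substrate-compound incubation at room temperature. Detection: luminescence from enzymatic CDP-Star hydrolysis. Doses: test compounds delivered from DMSO solution.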
# MPTP block: permeability transition pore inhibition | isolated mouse mitochondria, Ca2+ swelling absorbance, 30 min | actives 1.4% (n = 360,000) | inhibition, % at 10 µM | AID 602449;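 active means inhibition of 50% or more, scaled per plate between neutral and stimulator controls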;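 further: 0% = DMSO wells given calcium and 100% = 1 mM EGTA wells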
# A3A deaminase: blocks human APOBEC3A ssDNA deamination; AID 493011; recombinant A3A, FAM/TAMRA ssDNA deamination fluorescence; P31941; inhibition, % at 20 µM; actives 0.41% (n = 330,000);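 active means at least 40% inhibition at 20 µM here, with at most 30% in a related deaminase screen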;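 further: plate controls were A3A with DMSO for no effect and wells lacking A3A enzyme for full effect; some results filed as inactive read as strong as hits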
# Target sequence (P31941 whole entry, looked up): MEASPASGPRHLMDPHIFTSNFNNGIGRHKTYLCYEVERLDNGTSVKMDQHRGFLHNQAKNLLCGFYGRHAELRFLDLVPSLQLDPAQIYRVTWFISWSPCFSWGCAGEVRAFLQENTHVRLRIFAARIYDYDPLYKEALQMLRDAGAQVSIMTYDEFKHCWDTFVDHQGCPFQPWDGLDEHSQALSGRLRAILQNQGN
# beta cell repl: induces beta-cell replication in MIN6 cells; MIN6 cells proliferation, ATPlite luminescence, 48 h; cells starved in 0.2% serum; 100% = growth in 10% serum; proliferation, % at 10 µM; actives 0.29% (n = 330,000); AID 2380;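 active means compounds whose signal lies at least 3.5 SD above the mean of all wells on their plate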;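 further: 0% = DMSO-treated cells in low-serum medium and 100% = 10% serum control; some compounds called inactive have numbers as strong as hits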
# A3G deaminase: blocks human APOBEC3G single-stranded DNA deamination; Q9HC16; inhibition, % at 20 µM; actives 0.28% (n = 330,000); recombinant A3G, ssDNA deamination FAM/TAMRA fluorescence; AID 493012;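 active means inhibition of at least 40% at 20 µM, with no more than 30% in the related APOBEC3A deaminase screen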;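 further: plate controls were DMSO wells with A3G for no effect and wells lacking A3G enzyme for full effect; some compounds called inactive have numbers as strong as hits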
# Target sequence (Q9HC16 whole entry, looked up): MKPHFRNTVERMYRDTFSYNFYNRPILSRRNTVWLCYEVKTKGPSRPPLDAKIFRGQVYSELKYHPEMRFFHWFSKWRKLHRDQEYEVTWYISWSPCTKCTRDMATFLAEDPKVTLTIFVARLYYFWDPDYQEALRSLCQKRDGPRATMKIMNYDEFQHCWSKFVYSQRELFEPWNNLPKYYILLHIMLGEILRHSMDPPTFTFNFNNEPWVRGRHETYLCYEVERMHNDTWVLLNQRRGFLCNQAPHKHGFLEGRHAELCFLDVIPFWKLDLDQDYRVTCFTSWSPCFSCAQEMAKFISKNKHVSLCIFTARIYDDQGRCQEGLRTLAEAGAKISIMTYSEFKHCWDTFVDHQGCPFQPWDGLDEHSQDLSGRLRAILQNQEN
# hIAP activ: increases human intestinal alkaline phosphatase activity; P09923; purified human IAP, CDP-Star luminescence, 30 min; stronger effect = higher value; 1 = vehicle-only enzyme, 0 = enzyme-free background; activation factor at 10 µM; actives 0.16% (n = 330,000); AID 2524;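 active means activation factor of the enzyme at least 2-fold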; further: the source names both 10 and 20 µM as test concentration; values of inactives mirror those of a sister screen read the other way
# Target sequence (P09923 whole entry, looked up): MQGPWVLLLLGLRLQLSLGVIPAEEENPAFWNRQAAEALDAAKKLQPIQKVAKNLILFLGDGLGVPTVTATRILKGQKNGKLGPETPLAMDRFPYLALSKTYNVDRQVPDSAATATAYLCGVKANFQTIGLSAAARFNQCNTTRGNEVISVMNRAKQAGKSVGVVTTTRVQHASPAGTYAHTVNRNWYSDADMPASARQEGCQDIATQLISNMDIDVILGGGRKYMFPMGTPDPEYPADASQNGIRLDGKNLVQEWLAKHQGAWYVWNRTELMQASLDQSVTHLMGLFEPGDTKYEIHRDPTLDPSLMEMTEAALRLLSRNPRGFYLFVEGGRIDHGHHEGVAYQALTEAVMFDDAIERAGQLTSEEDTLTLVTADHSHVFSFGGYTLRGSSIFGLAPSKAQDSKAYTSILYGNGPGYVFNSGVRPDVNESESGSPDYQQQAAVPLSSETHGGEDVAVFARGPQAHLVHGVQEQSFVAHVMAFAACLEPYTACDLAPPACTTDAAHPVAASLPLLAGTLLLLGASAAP
# ATG4B inhibitor: inhibitors of human ATG4B cysteine protease; Q9Y4P1; ATG4B cleavage of LC3-PLA2, NBD-HPC fluorescence, 1 h; inhibition, % at 8.33 µM; actives 0.51% (n = 340,000); AID 504462; in the data active means inhibition above about 40%
# hIAP block: blocks human intestinal alkaline phosphatase. purified IAP, CDP-Star luminescence, 30 min. inhibition, % at 10 µM. actives 0.12% (n = 330,000). AID 2544;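 active means inhibition reaching a set limit with compound at 10 µM in the primary screen, cut at about 35% in these data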;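 further: plate controls were DMSO wells with enzyme for no effect and no-enzyme buffer wells for full effect; values of inactives mirror those of a sister screen read the other way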
# Starred values were filed as active, the others as inactive; · = no result given. No enrichment for hits; 3.3% or so of the library scored in one or more.
SMILES	hIAP activ	MPTP block	mIAP block	beta cell repl	mIAP activ	A3G deaminase	A3A deaminase	ATG4B inhibitor	hIAP block
Cc1ccc(S(=O)(=O)Nc2cc(=O)[nH]c3c2CCC3)cc1	1.12	-0.1	-2.6	-0.3	1.03	2.3	-3.5	0.2	-12.3
COc1ccc(O)c(C(=O)C2c3ccccc3C(=O)N2c2ccc(C)cc2)c1 (stereo not given)	0.999	5.2	13.2	-3.4	0.868	75.4*	-0.9	-3.5	0.1
O=C(Cn1c(=O)cnc2ccccc21)Nc1cccc(S(=O)(=O)N2CCOCC2)c1	0.867	-0.3	0.1	-0.4	0.999	-4.5	-0.7	-17.9	13.3
Cc1cc(NC(=O)COc2ccccc2C)no1	0.856	0.9	1.1	1.0	0.989	-3.2	-2.1	-12.3	14.4
CCCCC1=CC2=C(c3ccco3)C(=O)C(C)(OC(=O)c3ccc(OC)cc3)C(=O)C2=CN1Cc1ccc2c(c1)OCO2 (stereo not given)	0.799	-0.1	43.5*	-8.3	0.565	0.0	4.8	13.6	20.1
COc1ccc(-c2cc([C@H]3[C@H]4C=CC[C@@H](C)[C@@H]4C(=O)N3Cc3ccccc3)ccc2F)cc1	1.01	-0.8	-8.4	-8.0	1.08	-2.1	7.8	0.9	-1.0
Cc1nnc(NC(=O)c2ccc(S(=O)(=O)N3CCCCCC3)cc2)o1	0.999	-1.0	10.9	-1.0	0.891	-3.5	-1.0	3.1	0.1
O=C(COc1ccc(C(=O)c2ccccc2)cc1)NC1CCCCCC1	1.12	53.1*	12.7	-3.3	0.873	-1.9	-0.7	10.2	-11.6
Cc1c(/C=N/N2C(=O)C3C4C=CC(C4)C3C2=O)c2ccccc2n1C (stereo not given)	1.09	1.1	3.5	-0.4	0.965	0.8	-3.2	-3.3	-8.9
COc1ccc(Oc2nc(SC)nc3ccsc23)cc1	0.991	-2.1	2.8	0.1	0.972	-1.1	0.5	2.8	0.9
Cc1noc(C)c1C(=O)N1CCC2(CC1)Oc1ccc(F)cc1C(=O)C21CC(c2ccc(Cl)cc2)=NO1 (stereo not given)	1.01	-0.4	-7.7	-8.0	1.08	-6.3	-0.8	-1.3	-1.0
c1ccc(Sc2cccc3ccccc23)c(CNC2=NCCN2)c1	1.3	100.6*	-39.9	-4.5	1.4	18.2	58.4*	6.0	-30.0
CCOC(=O)C1=C(C)N=C2SC(C(=O)OC)=CC(=O)N2C1c1ccc(OC)cc1 (stereo not given)	1.11	-1.8	6.3	-3.3	0.937	-6.3	5.7	0.5	-10.9
CCOC(=O)/C(=C/c1ccc(OC(=O)c2ccccc2)cc1)C(C)=O	0.99	-0.8	9.2	-2.8	0.908	1.7	4.3	8.2	1.0
CSc1ncc(CN2CCN(C3CCCC3)C(CCO)C2)cn1 (stereo not given)	0.885	2.6	1.1	-0.6	0.989	-7.7	0.7	-2.7	11.5
CN(Cc1ccc(C(F)(F)F)cc1)C(=O)C1CCC(=O)N(C2CC2)C1 (stereo not given)	1.1	0.1	-8.0	-5.6	1.08	-3.2	12.2	3.4	-10.0
Cc1ccc(CSc2nnc(Nc3ccc(C)cc3)s2)cc1	1.03	20.7	-11.9	-1.2	1.12	-4.8	-3.9	-4.0	-3.4
CC(C)CN1C(=O)c2ccc(C(=O)Nc3c[nH]c(=O)[nH]c3=O)cc2C1=O	1.17	-0.3	7.1	-1.7	0.929	-7.9	-2.8	-13.3	-16.8
Cc1nc(N/C(N)=N/S(=O)(=O)c2ccccc2)nc2ccccc12	0.98	0.1	-9.1	-0.2	1.09	-2.7	0.1	-6.8	2.0
O=C(Nc1ccc2c(c1)OCCO2)C1CCCN(S(=O)(=O)c2cccs2)C1 (stereo not given)	1.2	-1.1	-3.0	-1.4	1.03	-4.3	-5.0	-5.9	-20.4
COC(=O)c1ccc(/C=N/NS(=O)(=O)c2cc(C)ccc2C)cc1	0.915	1.0	2.7	0.0	0.973	0.5	0.1	-10.6	8.5
CCOc1nc(OCC)nc(-n2cc(-c3ccccc3)nn2)n1	1.06	0.0	6.3	1.9	0.937	-2.8	0.7	-6.8	-6.2
CC(C)(C)C1CCC(CN2C(Nc3ccccc3)=NC[C@@H]2Cc2ccccc2)CC1 (stereo not given in full)	0.978	5.9	-25.6	-6.2	1.26	-7.2	-2.6	1.9	2.2
CC(C)[C@H](NC(=O)[C@@H]1Cc2ccccc2CN1C(=O)OC(C)(C)C)C(=O)NCC1CCCO1 (stereo not given in full)	0.919	0.0	-8.0	-3.1	1.08	0.9	2.0	-1.6	8.1
O=C(CN(c1ccccc1)S(=O)(=O)c1ccccc1[N+](=O)[O-])N1CCCC1	0.85	-0.7	2.1	0.0	0.979	-3.8	0.6	-2.8	15.0

# Part of the list above, as labelled records:
CC(C)(C)C1CCC(CN2C(Nc3ccccc3)=NC[C@@H]2Cc2ccccc2)CC1 (stereo not given in full)
- hIAP activ = 0.978
- MPTP block = 5.9
- mIAP block = -25.6
- beta cell repl = -6.2
- mIAP activ = 1.26
- A3G deaminase = -7.2
- A3A deaminase = -2.6
- ATG4B inhibitor = 1.9
- hIAP block = 2.2
CCOC(=O)C1=C(C)N=C2SC(C(=O)OC)=CC(=O)N2C1c1ccc(OC)cc1 (stereo not given)
- hIAP activ = 1.11
- MPTP block = -1.8
- mIAP block = 6.3
- beta cell repl = -3.3
- mIAP activ = 0.937
- A3G deaminase = -6.3
- A3A deaminase = 5.7
- ATG4B inhibitor = 0.5
- hIAP block = -10.9

# Following part:
SMILES	hIAP activ	MPTP block	mIAP block	beta cell repl	mIAP activ	A3G deaminase	A3A deaminase	ATG4B inhibitor	hIAP block
Cc1cc(NCCN2CCOCC2)n2nc(C)c(-c3ccc(Cl)cc3)c2n1	1.17	-1.1	5.4	-3.3	0.946	1.4	1.6	-7.7	-17.4
Cc1ccc(NC(=O)CSc2nnc(CNC(=O)c3cccs3)o2)cc1	0.977	1.6	-9.6	-2.3	1.1	-7.5	3.0	-7.8	2.3
CC(NC(=O)C12CC3CC(CC(C3)C1)C2)c1ccc2c(c1)OCCO2 (stereo not given)	0.98	-1.7	3.3	1.4	0.967	-3.4	3.3	3.7	2.0
O=C(c1cccc(N2C(=O)C3C4C=CC(C4)C3C2=O)c1)N1CCN(c2ccccc2)CC1 (stereo not given)	1.05	-1.5	11.6	2.1	0.884	-1.7	0.1	-0.1	-4.9
CCOC(=O)c1ccccc1NC(=O)CN(c1ccccc1C)S(C)(=O)=O	0.96	-1.1	3.6	8.4*	0.964	-11.9	-2.1	-7.9	4.0
O=C(CCNS(=O)(=O)c1ccccc1)OCC(=O)c1ccc(Br)cc1	0.917	-1.0	1.4	4.7	0.986	-8.2	-2.3	-5.7	8.3
Cc1cc(NC(=O)CSc2nc3c(C)ccc(C)c3cc2C#N)no1	0.983	-0.9	-2.6	0.7	1.03	-18.3	-6.2	-0.7	1.7
Cc1c(C(=O)NNC(=O)c2ccncc2)oc2ccccc12	1.5	-1.3	-1.4	-1.3	1.01	-2.8	-0.6	3.3	-50.2
NC(=O)CC(NC(=O)c1ccc(Br)cc1)c1ccc(NCc2ccc(F)c(F)c2)c([N+](=O)[O-])c1 (stereo not given)	0.911	-0.3	9.1	-1.3	0.909	-8.4	-4.0	6.0	8.9
O=C(c1ccccc1)N1CCCN(c2nccc(C(F)(F)F)n2)CC1	1.2	1.7	-7.8	-1.2	1.08	-5.4	-2.6	-2.8	-20.0
CN1CCN(C2=CC(=O)OC23CCCCC3)CC1	0.935	0.2	-4.1	-0.7	1.04	-2.6	-0.3	-6.6	6.5
CCOC(=O)C1CCCCN1Cc1cccc(OC)c1OC (stereo not given)	0.951	-1.2	0.9	0.2	0.991	-0.6	1.2	-5.0	4.9
O=C(O)c1ccccc1C(=O)Nc1ccc(Br)c(C(F)(F)F)c1	0.965	5.7	-8.7	-0.6	1.09	-10.2	-1.9	-4.9	3.5
CC(Oc1cccc(Br)c1)C(=O)NNC(=O)c1ccccn1 (stereo not given)	1.96	-0.6	8.2	-5.9	0.918	-4.1	0.8	-10.9	-95.9
COC(=O)c1ccc(/C=C/c2c(-c3ccsc3)sc3ccccc23)cc1	0.959	0.2	-8.4	-7.7	1.08	-7.2	0.7	6.3	4.1
COCCn1c(SCC(=O)Nc2ccc(C(N)=O)cc2)nc2c([nH]c3ccccc32)c1=O	1.02	-0.4	-1.9	1.1	1.02	-2.8	0.6	5.4	-2.2
COc1ccc2cc(C(=O)CS(=O)(=O)c3ccccc3)c(=O)oc2c1	0.997	-0.3	-1.4	-3.9	1.01	16.5	0.9	7.0	0.3
O=C(NNS(=O)(=O)c1ccccc1[N+](=O)[O-])c1ccc(O)cc1	1	-0.5	12.0	1.4	0.88	-1.8	-0.8	-5.0	-0.4
CC(/C=N/NC(=O)CNc1n[nH]c(=O)[nH]c1=O)c1ccccc1 (stereo not given)	0.95	0.2	16.9	0.7	0.831	-5.7	-4.0	-6.6	5.0
Cc1ccccc1Nc1nc(N)nc(CN2CCN(C(=O)c3ccccc3)CC2)n1	1.12	-1.5	-3.1	2.6	1.03	-8.7	-1.7	-5.0	-12.2
CCCCN1C(=N)N([C@@H](C)CN2CCC[C@H]2CN2C(N)=NC[C@@H]2Cc2ccccc2)C[C@H]1[C@H](C)CC	0.916	-0.4	-19.5	-4.0	1.2	1.0	-1.9	-5.0	8.4
Cc1ccc(NC(=O)C2CCCN(C(=O)c3ccc(Cl)cc3)C2)cc1S(=O)(=O)N1CCOCC1 (stereo not given)	1.08	-2.7	-9.7	-0.2	1.1	-8.1	-2.2	-8.1	-8.5
COc1ccc(Cl)cc1NC(=O)NNC(=O)c1ccccn1	1.8	1.7	1.1	-3.0	0.989	-6.8	-2.0	2.4	-79.8
CN(CCc1ccccc1)C(=O)CCc1nnc(Cc2ccc3c(c2)OCO3)o1	1.01	0.1	-0.4	4.2	1	-4.8	0.4	6.7	-1.3
C/C(CC(=O)Nc1cccc(Cl)c1Cl)=N\NC(=O)c1ccccc1N	1.03	3.3	3.2	-3.3	0.968	-7.3	-4.4	-14.7	-3.3

# A second format for part of the listing above.
# Every second line gives: hIAP activ	MPTP block	mIAP block	beta cell repl	mIAP activ	A3G deaminase	A3A deaminase	ATG4B inhibitor	hIAP block
COCCn1c(SCC(=O)Nc2ccc(C(N)=O)cc2)nc2c([nH]c3ccccc32)c1=O
→ 1.02	-0.4	-1.9	1.1	1.02	-2.8	0.6	5.4	-2.2
COc1ccc2cc(C(=O)CS(=O)(=O)c3ccccc3)c(=O)oc2c1
→ 0.997	-0.3	-1.4	-3.9	1.01	16.5	0.9	7.0	0.3

# Going on with the list:
SMILES	hIAP activ	MPTP block	mIAP block	beta cell repl	mIAP activ	A3G deaminase	A3A deaminase	ATG4B inhibitor	hIAP block
O=C(c1cn(-c2ccccc2)nc1-c1ccc(Cl)s1)N1CCOCC1	1.06	-0.2	-3.9	0.5	1.04	-5.3	-4.8	-6.5	-5.7
CCOC(=O)N1CCN(S(=O)(=O)N2CCCC(C(=O)NCCCN3CCCCC3CC)C2)CC1 (stereo not given)	0.816	-1.1	5.0	0.5	0.95	-5.3	-2.9	0.0	18.4
Cc1nnc(NC2CCCCC2)[nH]c1=O	0.92	-0.9	3.9	-1.6	0.961	-2.6	1.6	-2.7	8.0
COc1ccccc1N1CCN(C(=O)CSc2nnc3c4ccccc4nc(Cc4ccccc4)n23)CC1	0.931	·	0.2	-5.3	0.998	-6.6	-2.4	·	6.9
CCCCn1c(SCC(=O)N2CCCC2)nnc1-c1ccccc1	0.967	0.0	0.9	-4.9	0.991	-2.1	3.2	-6.3	3.4
O=C1Cc2cc(S(=O)(=O)Nc3ccccc3Cl)cc3c2N1CCC3	1.33	1.1	3.3	-1.9	0.967	-5.4	-7.7	-1.2	-32.8

# High-throughput results (PubChem)
